FBPA coupling cs: coupling enzyme interference in Giardia aldolase counter-screen; AID 2472; activity change, negative = inhibition, % at 58.2 µM, hits read low; coupling enzyme system counterscreen, AmpLite Red fluorescence; 290,000 tested, 0.67% active; in the data active = activity change below about -30%; also: % is scaled to controls: 0 for no effect and ±100 for the full control effect
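Fluorescence at 525 nm excitation and 598 nm emission measured inhibition of the coupled detection system without aldolase. Compounds (at 57.5 uM final) were preincubated 10 min at room temperature with coupling enzyme reagent before a 20 min substrate/AmpLite Red step.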
AT treatment: potential ataxia-telangiectasia treatment; […] A-T fibroblasts, KAP-1 phosphorylation AlphaLISA; neocarzinostatin DNA damage 30 min before lysis; Potency, µM (titrated, usually from 57.5 µM), for inactives: at the highest dose activation, usual class: activators; 320,000 tested, 0.19% active; AID 485349; also: potency is read from the fitted curve at half-maximal effect; % of control where 0% means no effect; nearly all actives have a fitted effect of over 45% in size
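hTERT-immortalized A-T patient fibroblasts ([…]), 500 cells/well in OPTI-MEM, 1% FBS, got compounds for 60 min, then NCS for 30 min at 37C. Lysates were then assayed for phospho-KAP-1 by AlphaLISA (anti-pKAP1 donor, anti-KAP1 acceptor beads), 6 hr at 25C.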
Tb PFK inh: blocks T. brucei phosphofructokinase. O15648. T. brucei PFK, ADP-Glo luminescence. Potency, µM (series often up to 57.5 µM), for inactives: at the highest dose activity, negative = inhibition, usual class: inhibitors. 330,000 tested, 0.17% active;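 also: potency is read from the fitted curve at half-maximal effect; 0% = uninhibited 1x PFK enzyme wells and -100% = no-enzyme wells; nearly all actives have a fitted effect of over 60% in size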
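ADP-Glo luminescence quantified ADP after 45 min at room temperature, with 1.25 nM T. brucei PFK, 0.1 mM ATP and 0.5 mM fructose-6-phosphate in pH 8.0 TEA buffer. qHTS titrations up to 57 µM; curves classified by quality.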
Giardia killer: kills Giardia lamblia; Giardia lamblia trophozoite viability; activity change, % at 7.66 µM, hits read low; 340,000 tested, 0.15% active; AID 540267; in the data active = activity change below about -80%; inconclusive = between about -30% and that limit;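 also: parasites exposed to compound for two days anaerobically before the ATP read; % is scaled to controls: 0 for no effect and ±100 for the full control effect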
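Viability, read as ATP luminescence: trophozoites at 100 cells/well, compound added, 48 hrs anaerobic at 37 deg C, then 15-30 min room-temperature development before reading.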
TSHR antag: blocks TSH signaling through the human TSH receptor; activity change, negative = inhibition, % at 11.5 µM; TSHR-expressing cells, TSH-stimulated cAMP HTRF, 2 h; hits give low values; P16473; 330,000 tested, 0.2% active;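 active = activity change below a set negative limit, meaning inhibition stronger than a set level, cut at about -70% in these data; inconclusive = activity change between two set negative limits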; also: % is scaled to controls: 0 for no effect and ±100 for the full control effect
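Competitive HTRF cAMP read-out (cryptate anti-cAMP antibody, cAMP-d2; 30 min, room temperature) in freshly harvested TSHR cells. Compounds added before TSH at EC80 (4nM final), followed by 2 hours' incubation at 37 deg C.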
KCNH2 WT inh: inhibitors of human wildtype KCNH2 potassium channel; activity change, % at 1.84 µM; Q12809; AID 720551; 340,000 tested, 0.37% active; U2OS, BacMam KCNH2, thallium flux FluxOr; hits give low values;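 active = maximum activity change below -70%; inconclusive = maximum activity change between -70% and -50%; inactive = maximum activity change above -50%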; also: % is scaled to controls: 0 for no effect and ±100 for the full control effect
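U2OS cells transduced with wild-type KCNH2 virus are loaded with FluxOr dye for 45 min, and thallium flux is measured in kinetic reads before and after stimulation buffer. Rate constants are normalized to DMSO controls.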
TCR activator: activators of T cell receptors. primary human leukocytes, anti-CD3, IL-2 HTRF, 48 h. Potency, µM (top dose mostly 9.22 µM), for the others: at the highest dose activation of IL-2 secretion, actives largely listed as activators. 330,000 tested, under 10 active. AID 504894; also: % of control where 0% means no effect
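1) Mix primary human leukocytes, a-CD3 beads and compound. 2) Incubate 48 hr. 3) Add HTRF IL-2 reagents (a-IL-2-K, a-IL-2-d2).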
CXXC DNA block: MLL CXXC-DNA interaction inhibition | Q03164 | MLL-CXXC / FITC-HOXA9 DNA fluorescence polarization | Potency, µM (highest dose often 115 µM), for the others: at the top dose activity change, negative = inhibition, most hits filed as inhibitors | 290,000 tested, 0.037% active | AID 2662; active = well fitted inhibition curve with a large enough effect in the polarisation, with a control signal flat, not every such curve was filed as active; inconclusive = small, poorly fitted or top-dose-only effect, or effect the other way, or a change in a side signal; inactive = no such curve, though single readings can be large or run the other way; the % refers to the polarisation; also: potency is read from the fitted curve at half-maximal effect
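Purified MLL-CXXC (added from a 7 uM solution) was preincubated 5 min at ambient with pinned compounds in 50 mM Tris-HCl pH 7.5, 50 mM NaCl, 1 mM DTT, 0.05% BSA. Fluorescein-labeled HOX-A9 DNA (50 nM solution) followed, 30 min, then polarization read.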
BCR signal inh: blocks chronic active B-cell receptor signaling. ABC-DLBCL IkBa-CBG/CBR reporter, luminescence ratio, 4 h. Potency, µM (highest dose often 46.1 µM), inactives show at the highest dose ratio change, negative = lower green/red ratio, actives largely listed as inhibitors. 340,000 tested, 0.05% active. AID 493014; active = well fitted inhibition curve with a large enough effect in the signal ratio, with a control signal flat, not every such curve was filed as active; inconclusive = small, poorly fitted or top-dose-only effect, or effect the other way, or a change in a side signal; the % refers to the signal ratio;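 also: potency is read from the fitted curve at half-maximal effect; plate controls were basal doxycycline-induced cells for no effect and cells given 10 µM MG132 for full effect; MG132 reads +100%, hits lower the ratio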
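Compounds up to 46 uM were incubated four hours with TMD8 cells whose green CBG68 luciferase is fused to IkappaBalpha; red CBR luminescence normalised the signal, and concentration-effect curves were fitted to fusion, red and ratio data.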
GALK inhibitor: blocks human galactokinase activity; 270,000 tested, 0.007% active; Purified GALK, Kinase-Glo residual ATP luminescence; Potency, µM (series often up to 57.5 µM), for the others: at the highest dose activity change, negative = inhibition, most hits filed as inhibitors; AID 1868; P51570; also: potency is read from the fitted curve at half-maximal effect; % is scaled to controls: 0 for no effect and ±100 for the full control effect
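The enzyme phosphorylates galactose (100 uM) using ATP (35 uM); inhibition is detected as higher residual ATP, quantified by bioluminescence after 1 h reaction at room temperature, pH 8.0.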
The depositor's hits bear a star; ? = inconclusive; · = no result given; [ ] = remark or other dose. Unless noted, calls follow the shape of the dose curve; as a rule, active = well fitted curve in the direction sought with a large enough effect; inconclusive = small, poorly fitted or top-dose-only effect, or another doubt; inactive = no such curve, though single readings can be large; an effect the other way counts as inactive or inconclusive. Outcome played no part in choosing rows (roughly 1.6% active in at least one column).

SMILES | FBPA coupling cs | AT treatment | Tb PFK inh | Giardia killer | TSHR antag | KCNH2 WT inh | TCR activator | CXXC DNA block | BCR signal inh | GALK inhibitor
O=S(=O)(c1ccc2nnn(O)c2c1)N1CCOCC1 | · | 3% | 1% | -13 | -3 | 14 | · | · | -1% | ·
Cc1cc(C(=O)C(=O)N(C)C)c(C)n1-c1ccc(Cl)c(Cl)c1 | 1 | 1% | -6% | 30 | -8 | 9 | 6% | -1% | ? | 8%
CCCCOc1ccc2ccccc2c1C=O | 0 | 5% | -2% | 1 | 7 | 0 | -1% | -1% | 0% | 1%
COc1ccccc1C(=O)NCC(=O)OCc1csc(-c2ccccc2)n1 | -2 | -2% | 4% | 4 | -5 | -5 | 0%[46.1 µM] | 8% | -16% | -2%
CC(NCC(O)COC1CCC(C(C)(C)C)CC1)c1ccccc1 (stereo not given) | -3 | -3% | -3% | ? | 7 | · | -4% | 2% | -28% | -2%
COc1ccc(NC(=O)CN(C)S(=O)(=O)c2ccc3c(c2)NC(=O)CS3)cc1 | · | 19% | -1% | 31[activator] | 13 | -5 | 6% | 12% | 2% | -1%
CC(=O)c1c(C)[nH]c(C(=O)N2CCN(C(=O)c3ccco3)CC2)c1C | 2 | -1% | -6% | 3 | 1 | -1 | 2% | 15% | ? | 0%
CCOc1cc(NC(=S)NCCOC)c(OCC)cc1NC(=O)c1ccco1 | 0 | -2% | 2% | 17 | -10 | 6 | 6% | -7% | 1% | 0%
COC(=O)c1ccccc1NC(=O)c1cccc(NC(=O)CSCc2ccccc2)c1C | 1 | 7% | 0% | 17 | -2 | 12 | -26% | 19% | -2% | -2%
CCOc1ccc(OCC(=O)OCC(=O)N(CC(C)C)c2c(N)n(Cc3ccccc3)c(=O)[nH]c2=O)cc1 | · | 0% | -2% | 11 | 2 | 21 | 1% | · | 3% | ·
Cc1ccc(CCNC(=O)CN(c2ccc(C)cc2)S(=O)(=O)c2c(C)noc2C)cc1 | · | 3% | -1% | 29 | -5 | -14 | 10% | 5% | 0% | -3%
CCN1C(=O)N/C(=C/c2ccc(C)o2)C1=O | -12 | 8% | 13µM* | -7 | 1 | 22 | -1%[46.1 µM] | 6% | ? | -1%
Clc1ccc(Sc2cnc3ccccc3n2)cc1 | -1 | · | · | -1 | · | -2 | -10% | 2% | · | -1%
CSCc1cc(N(C)C)nc(SCc2ccc(Cl)cc2Cl)n1 | -3 | 11% | 11% | -5 | -9 | -1 | · | -5% | 12% | 2%
O=[N+]([O-])c1ccc(-c2csc(N3CCCCCC3)n2)cc1 | 0 | 6% | 1% | 0 | -14 | 0 | 1% | -2% | ? | 1%
O=C(COc1ccc(/C=N/NC(=O)CSCc2ccc([N+](=O)[O-])cc2)cc1)NCc1ccco1 | 4 | 2% | -13% | -4 | -8 | 16 | -4%[46.1 µM] | -6% | -3% | ·
NC(=O)C1CCN(Cc2nc(-c3ccccc3)no2)CC1 | 0 | -4% | 0% | 3 | -10 | -3 | -2% | 1% | -1% | 6%
O=C(O)c1ccccc1CSc1ccccn1 | 1 | 6% | -9% | 5 | -2 | 4 | -3% | 7% | 3% | 2%
COc1sc(SC)cc1/C=N/NC(=O)c1ccncc1 | 1 | -2% | 0% | 16 | 0 | 6 | -5% | 4% | -4% | 3%
O=[N+]([O-])c1ccc(Cl)c(/C=N/n2c(-c3cccnc3)n[nH]c2=S)c1 | 3 | 6% | 0% | · | -2 | · | 3%[46.1 µM] | -1% | 4% | -1%
COc1ccc(CCNc2c([N+](=O)[O-])ncn2C)cc1OC | 3 | -9% | 0% | 12 | 3 | -2 | 4% | -10% | 2% | 5%
CCOC(=O)c1ccccc1NC(=O)COC | -2 | 0% | -4% | 28 | -3 | -1 | 1% | -5% | -1% | -1%
C=CCn1c(SCC(=O)Nc2ccc(Br)cc2)nc(O)c(CC)c1=O | 7 | 2% | -9% | -29 | -2 | -2 | 4% | 8% | ? | 1%
O=C(CN1C(=O)NC(Cc2ccccc2)(Cc2ccccc2)C1=O)NCC1CCCCC1 | 1 | -1% | -2% | ? | -13 | -1 | 0% | -7% | -32% | 0%
Cc1cccc(NC(=O)c2c(C)nn(-c3ccccc3)c2Cl)c1 | -5 | 5% | 0% | -2 | -17 | 12 | 8% | 3% | 1% | 1%

Complete entries from above. Order of values: FBPA coupling cs, AT treatment, Tb PFK inh, Giardia killer, TSHR antag, KCNH2 WT inh, TCR activator, CXXC DNA block, BCR signal inh, GALK inhibitor
Shown for COc1ccc(CCNc2c([N+](=O)[O-])ncn2C)cc1OC → 3, -9%, 0%, 12, 3, -2, 4%, -10%, 2%, 5%
Shown for Clc1ccc(Sc2cnc3ccccc3n2)cc1 → -1, ·, ·, -1, ·, -2, -10%, 2%, ·, -1%
Shown for Cc1cccc(NC(=O)c2c(C)nn(-c3ccccc3)c2Cl)c1 → -5, 5%, 0%, -2, -17, 12, 8%, 3%, 1%, 1%
Shown for O=[N+]([O-])c1ccc(Cl)c(/C=N/n2c(-c3cccnc3)n[nH]c2=S)c1 → 3, 6%, 0%, ·, -2, ·, 3%[46.1 µM], -1%, 4%, -1%
Shown for CSCc1cc(N(C)C)nc(SCc2ccc(Cl)cc2Cl)n1 → -3, 11%, 11%, -5, -9, -1, ·, -5%, 12%, 2%

Some of the entries so far, as tab-separated lines:
SMILES	FBPA coupling cs	AT treatment	Tb PFK inh	Giardia killer	TSHR antag	KCNH2 WT inh	TCR activator	CXXC DNA block	BCR signal inh	GALK inhibitor
CC(=O)c1c(C)[nH]c(C(=O)N2CCN(C(=O)c3ccco3)CC2)c1C	2	-1%	-6%	3	1	-1	2%	15%	?	0%
O=C(CN1C(=O)NC(Cc2ccccc2)(Cc2ccccc2)C1=O)NCC1CCCCC1	1	-1%	-2%	?	-13	-1	0%	-7%	-32%	0%

Bioassay records from PubChem BioAssay.
